Compound activity from PubChem BioAssay.
KinaseGlo FLuc = Counterscreen for Luciferase (Kinase-Glo TM) Inhibition | Kinase-Glo luciferase, ATP luminescence, 8 min | actives 0.28% (n = 200,000) | Potency, µM (doses to about 38.3 µM), for inactives: at the top dose activity change, negative = inhibition, most hits filed as inhibitors | Luciferin 4-monooxygenase (Photuris pensylvanica), Q27757; also: % is scaled to controls: 0 for no effect and ±100 for the full control effect; nearly all actives have a fitted effect of over 60% in size
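Kinase-Glo luciferase light output from ATP and luciferin was measured with 10 uM ATP, within the enzyme's linear range. Buffer: 50 mM imidazole pH 7.2, 50 mM KCl, 7 mM MgCl2, 0.01% Tween 20, 0.05% BSA; luminescence read after 8 min at ambient temperature.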
ALDH1A1 block = qHTS Assay for Inhibitors of Aldehyde Dehydrogenase 1 (ALDH1A1). Purified ALDH1A1, NADH fluorescence, propionaldehyde substrate. Potency, µM (series often up to 75.3 µM), inactives show at the top dose activity, negative = inhibition, usual class: inhibitors. actives 7.3% (n = 220,000). AID 1030, 2008; active = well fitted inhibition curve with a large enough effect, not every such curve was filed as active; inconclusive = small, poorly fitted or top-dose-only effect, or another doubt; inactive = no such curve, though single readings can be large or run the other way;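 also: plate controls were no enzyme wells and a reference inhibitor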
LMNA splice mod = qHTS Assay for Modulators of Lamin A Splicing; HeLa LMNA splicing GFP/RFP minigene ratio, 48 h; Potency, µM (top dose mostly 46.1 µM), for inactives: top-dose ratio change, negative = inhibition, actives largely listed as inhibitors; actives 0.01% (n = 200,000); AID 1487, 2009; active = well fitted inhibition curve with a large enough effect in the signal ratio, with a control signal flat, not every such curve was filed as active; inconclusive = small, poorly fitted or top-dose-only effect, or effect the other way, or a change in a side signal; the % refers to the signal ratio; also: % is scaled to controls: 0 for no effect and ±100 for the full control effect
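Read-out is the ratio of GFP to DsRed2 object intensity, acquired by 488 nm laser-scanning cytometry on HeLa lamin A-EGFP minigene reporter cells. Compound incubation 48 hrs at 37 °C in Opti-MEM with 2% FBS; DMSO 0.5% final.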
Tau fibril ThT = qHTS for Inhibitors of Tau Fibril Formation, Thioflavin T Binding; Microtubule-associated protein tau (Homo sapiens), P10636; recombinant tau K18 P301L (four-repeat tau fragment), heparin-induced fibrillization, ThT fluorescence; AID 1460, 2008; Potency, µM (highest dose often 57.4 µM), without a hit: at the top dose activity, negative = inhibition, most hits filed as inhibitors; actives 2.1% (n = 270,000); also: % is scaled to controls: 0 for no effect and ±100 for the full control effect; nearly all actives have a fitted effect of over 55% in size
Target sequence (P10636 561-689 P618L limits assumed): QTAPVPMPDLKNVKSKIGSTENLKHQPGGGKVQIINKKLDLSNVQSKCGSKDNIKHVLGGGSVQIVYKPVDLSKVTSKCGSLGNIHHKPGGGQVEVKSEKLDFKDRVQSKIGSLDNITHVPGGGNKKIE
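Tau K18 P301L fragment (15 uM unlabeled plus 0.24 uM Alexa 594-labeled) in 100 mM sodium acetate pH 7 with compound, fibrillization induced by 20 uM heparin for 6 hr at 37 C. Thioflavin T (30 uM) added, fluorescence read after 1 hr (ex 450, em 510 nm).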
JMJD2E inh = qHTS Assay for Inhibitors of Human Jumonji Domain Containing 2E (JMJD2E); JMJD2E catalytic domain, FDH-coupled NADH fluorescence (FDH is formaldehyde dehydrogenase); Lysine-specific demethylase 4E (Homo sapiens), B2RXH2; Potency, µM (top dose mostly 57.1 µM), for inactives: at the highest dose activity change, negative = inhibition, actives largely listed as inhibitors; actives 1.6% (n = 230,000); active = well fitted inhibition curve with a large enough effect, not every such curve was filed as active; inconclusive = small, poorly fitted or top-dose-only effect, or another doubt; inactive = no such curve, though single readings can be large or run the other way;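 also: 0% = wells with enzyme and -100% = buffer wells without enzyme; nearly all actives have a fitted effect of over 50% in size; many of its hits are not listed in these tables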
SMN2 splice up = qHTS Assay for Enhancers of SMN2 Splice Variant Expression; Potency, µM (series often up to 46.1 µM), for inactives: at the top dose activity change, positive = activation, actives largely listed as activators; actives 2.8% (n = 210,000); HEK293 SMN2-luciferase splicing reporter, luminescence, 30-36 h; also: % of control where 0% means no effect; nearly all actives have a fitted effect of over 55% in size
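HEK293 cells carry an SMN2 minigene-luciferase reporter in which exon 7 inclusion puts luciferase in frame. Cells were seeded at 2000 cells/well, attached for 10-12 hours, then exposed to compounds for 30-36 hours at 37C before ONE-Glo luminescence.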
L3MBTL1 block = qHTS Assay for the Inhibitors of L3MBTL1; AlphaScreen L3MBTL1–H3K9me1 peptide binding; Potency, µM (top dose mostly 57.1 µM), without a hit: at the highest dose activity, negative = inhibition, most hits filed as inhibitors; actives 0.66% (n = 230,000); AID 485360, 2010; also: % is scaled to controls: 0 for no effect and ±100 for the full control effect; nearly all actives have a fitted effect of over 60% in size
Target sequence (Q9Y468 whole entry, looked up): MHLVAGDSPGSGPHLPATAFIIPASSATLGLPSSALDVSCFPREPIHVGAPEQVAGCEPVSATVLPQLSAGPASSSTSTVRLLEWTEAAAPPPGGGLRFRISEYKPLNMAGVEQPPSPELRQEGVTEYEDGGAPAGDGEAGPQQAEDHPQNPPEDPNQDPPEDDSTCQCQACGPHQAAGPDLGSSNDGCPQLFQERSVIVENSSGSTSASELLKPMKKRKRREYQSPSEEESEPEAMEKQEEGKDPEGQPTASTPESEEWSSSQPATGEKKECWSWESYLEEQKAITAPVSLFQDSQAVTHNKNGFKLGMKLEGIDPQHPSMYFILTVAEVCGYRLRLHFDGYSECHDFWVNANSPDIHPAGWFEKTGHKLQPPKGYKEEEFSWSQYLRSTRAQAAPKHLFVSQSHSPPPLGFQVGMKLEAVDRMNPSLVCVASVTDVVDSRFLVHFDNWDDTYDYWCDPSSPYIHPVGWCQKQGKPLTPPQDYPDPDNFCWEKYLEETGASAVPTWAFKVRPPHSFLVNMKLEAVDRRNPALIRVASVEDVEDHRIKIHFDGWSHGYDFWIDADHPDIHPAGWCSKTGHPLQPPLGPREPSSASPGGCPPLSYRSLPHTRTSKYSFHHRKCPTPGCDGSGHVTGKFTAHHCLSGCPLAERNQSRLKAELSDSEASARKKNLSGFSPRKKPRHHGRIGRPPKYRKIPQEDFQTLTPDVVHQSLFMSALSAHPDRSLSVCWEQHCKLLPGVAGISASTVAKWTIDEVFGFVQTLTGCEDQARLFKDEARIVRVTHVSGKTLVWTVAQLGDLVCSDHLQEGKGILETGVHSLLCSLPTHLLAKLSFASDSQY
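Displacement of a biotinylated histone H3(1-15) peptide monomethylated at Lys9 (75 nM) from L3MBTL1 (50 nM) was measured by AlphaScreen after a 30 min room-temperature compound incubation; cefsulodin titration served as intraplate control.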
RECQ1 helicase = qHTS Assay for Inhibitors of RecQ-Like Dna Helicase 1 (RECQ1) | RECQ1 DNA unwinding, red fluorescence kinetic read | actives 0.54% (n = 240,000) | Potency, µM (doses to about 57.3 µM), inactives show at the highest dose activity, negative = inhibition, usual class: inhibitors | ATP-dependent DNA helicase Q1 (Homo sapiens), P46063;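 also: plate controls were vehicle for no effect and no enzyme for full effect; nearly all actives have a fitted effect of over 30% in size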
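RECQ1T1 50 nM; forked duplex (20 bp + 30-nt ss tails) 200 nM, ATP 2 mM final; pH 8.0, 2 mM MgCl2, 2.5 ug/ml poly(dI-dC); 15 min compound preincubation; discontinuous kinetic read over 2 h at RT.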
An asterisk follows results filed as active; i = inactive; u = inconclusive; x = no result given; & = joins results of further samples; [ ] = dose if it differs, or a comment. Unless noted, calls follow the shape of the dose curve; as a rule, active = well fitted curve in the direction sought with a large enough effect; inconclusive = small, poorly fitted or top-dose-only effect, or another doubt; inactive = no such curve, though single readings can be large; an effect the other way counts as inactive or inconclusive. Potency is read from the fitted curve at half-maximal effect. These rows are one share of the data; the hit share may differ from the screen's.

SMILES	KinaseGlo FLuc	ALDH1A1 block	LMNA splice mod	Tau fibril ThT	JMJD2E inh	SMN2 splice up	L3MBTL1 block	RECQ1 helicase
CCC(CCC(C)C1CCC2C3CC=C4CC(OC(C)=O)CC[C@@]4(C)C3CC[C@@]12C)C(C)C (stereo not given in full)	-0.5%	13.1%	-9.1%	-3.5%	-17.5%	-4.0%	x	-13.3%
Cc1noc(NC(=O)c2ccc(F)cc2)c1C#N	1.7%	3.5%	-17.1%	2.1%	-2.1%	-10.0%	6.7%	-10.1%
CCOc1ccccc1NC(=O)C1CCC(CNc2c(N3CCOCC3)c(=O)c2=O)CC1 (stereo not given)	-0.5%	3.2%	-18.0%	0.0%	-5.2%	2.1%	9.0%	-9.7%
Cc1ccccc1NC(=S)N(Cc1cccs1)C1CCCC1	0.9%	-9.0%	3.5%[46 µM]	-2.5%	1.9%	-11.4%	14.2%	-1.4%
CCN(CCCNC(=O)COc1cc(=O)n(CC)c2ccccc12)Cc1ccccc1	-0.8%	-3.1%	u	0.4%	7.6%	u	-11.9%	-1.1%
C=CCSc1nnc(C)n1-c1ccc(Cl)cc1	1.5%	1.5%	0.4%	-12.8%	5.1%	17.4%	x	-2.1%
O=C(CCN1C(=O)c2ccccc2C1=O)OCN1C(=O)c2ccccc2C1=O	-4.4%	-5.5%	-2.9%	-11.6%	-6.9%	0.3%	x	-5.4%
Cc1cc(C)nc(N2N=C(c3ccccc3)CC2=O)n1	-7.1%	4.2%	1.1%[46 µM]	-7.5%	5.3%	x	-1.8%	i
O=C(CCN1C(=O)/C(=C/c2ccc3c(c2)OCO3)SC1=S)NNC(=O)c1cccnc1	-1.6%	-7.3%	-6.6%[46 µM]	u	0.1%	8.8%	3.6%	-7.9%
CC1(C)CC(=O)C2=C(C1)Nc1ncnn1C2c1cccs1 (stereo not given)	-1.8%	u	x	-4.0%	-23.7%	3.4%	-16.4%	-0.5%
COc1ccc2cnn(-c3ccc(OC(F)(F)Cl)cc3)c(=O)c2c1OC	x	2.0%	x	-6.7%	u	x	-3.1%	5.5%
CCN(CC)CCN1C(=O)C(=O)/C(=C(/O)c2ccc(OCC(C)C)cc2)C1c1ccncc1 (stereo not given)	0.0%	u	22.5%	9.8%	-8.0%	-13.7%	-5.4%	-6.8%
N#C/C(=C\c1ccc(/C=C(/C#N)c2nn(CCO)c(N)c2C#N)cc1)c1nn(CCO)c(N)c1C#N	2.8%	-87.5%	-12.3%	u	-7.5%	16.0%	5.0%	0.2%
Oc1cccc(-c2nc3ccccc3s2)c1	-17.9%	-7.1%	u	-17.2%	0.7%	u	x	0.1%
N#CCCN(C1CCCCC1)S(=O)(=O)c1cccc2nsnc12	-1.2%	u	5.5%	3.2%	6.5%	-3.0%	-5.6%	1.3%
CCOC(=O)NC1(C(F)(F)F)NC(=O)N(c2cccc(C(F)(F)F)c2)C1=O (stereo not given)	-1.1%	12.3%	-5.7%	-2.5%	-8.7%	-18.3%	-3.0%	-0.3%
CC#CCN1c2ccccc2[C@]23C[C@@H](C(=O)OC)N(C(=O)C4CCC4)C2=NC(C(=O)OC)=C(C(=O)OC)[C@H]13	-1.9%[7.66 µM]	5.1%[13.5 µM]	-1.4%[9.22 µM]	1.4%[11.5 µM]	-0.6%[11.4 µM]	-3.4%[9.22 µM]	x	-9.9%[11.5 µM]
CC(=O)OC1CCC2(O)CC1(C)CCC1C2CC1(C)C (stereo not given)	-0.4%	14.8%	-4.7%	-2.9%	4.3%	-0.9%	x	5.8%
COCc1nnc(NC(=O)c2cccs2)s1	-0.4%	4.7%	11.4%	-4.8%	0.1%	14.0%	-1.3%	-5.4%
COc1cccc(C2=N/C(=C\N(C)C)C(=O)O2)c1	0.5%	-12.1%	25.3%	-4.7%	-1.9%	2.6%	-0.1%	-7.1%
CC(NC(=O)c1nn(C)c(=O)c2ccccc12)c1ccc(F)cc1 (stereo not given)	-0.8%	-1.3%	5.2%	-6.6%	-4.9%	28.2%	x	-1.0%
O=C(O)CCSc1nc2ccccc2s1	4.0%	25.1µM*	-4.7%	8.7%	-12.6%	-32.0%[inhibitor]	x	10.9%
CC1SCC(NC(=O)c2cccc(Cl)c2)CS1 (stereo not given)	x	x	x	-7.8%	-6.1%	x	5.2%	i
COC(=O)C1(C)C=CC2(CCCCC2)N1C(=O)c1ccccc1 (stereo not given)	-0.8%	4.4%	x	-3.7%	0.8%	-4.5%	x	i
O=C(CN1CCC(n2nnc3cc(C(F)(F)F)ccc32)CC1)Nc1ccc2c(c1)OCCO2	-1.9%	-12.1%	u	u	-7.4%	-31.9%[inhibitor]	-1.0%	-14.1%
Cc1ncc(S(=O)(=O)c2ccccc2)c(-c2ccc(Cl)cc2Cl)n1	-2.2%	-11.4%	-1.1%	-7.0%	-6.4%	-8.2%	5.7%	-20.4%
COc1ccccc1N1CCN(C(=O)c2ccc(Cl)c(S(=O)(=O)NCc3ccco3)c2)CC1	-2.1%	-15.3%	u	-18.5%	-8.9%	-17.5%	x	-4.7%
CN([C@@H](Cc1ccc(OS(=O)(=O)c2cccc3cnccc23)cc1)C(=O)N1CCN(c2ccccc2)CC1)S(=O)(=O)c1cccc2cnccc12	-2.6%[39.9 µM]	-11.5%&-0.3%	u	u	0.1%	-29.7%	-7.0%	-6.8%
COc1ccc(NC(=O)CSc2ncccc2C(=O)OC(C)C)cc1OC	-4.5%	0.0794µM*	u	-5.0%	-10.2%	-37.7%[inhibitor]	x	-4.3%
O=C(Cc1cccs1)N/N=C/C(Br)=C/c1ccccc1	-1.6%	-1.6%	9.6%	-3.7%	-1.3%	u	6.9%	-11.3%
CN(C)CCNC(=O)c1ccc(Sc2ccc(Br)cc2)c([N+](=O)[O-])c1	-2.0%	11.0%	-12.6%[46 µM]	u	-5.6%	-53.7%[inhibitor]	x	i
CCn1c(=O)c(NC(=O)c2ccccc2)c2n(c1=S)CCCCC2	17.9%	4.7%	-1.2%	-5.1%	-0.1%	-1.2%	x	-7.8%
CCCCCCCCNC(CO)(CO)CO	x	x	x	-3.7%	5.5%	x	4.9%	-1.4%
COc1cc2nc(N3CCN(C(=O)C4CCCO4)CC3)nc(N)c2cc1OC (stereo not given)	u	u	u	5.3%&-14.5%&-6.0%&-13.5%	28.2µM*	u	5.2%&-0.4%	14.4%&9.9%&-6.0%&15.5%
N#Cc1c(-c2ccc(Br)cc2)nc2n(c1=O)CCCS2	2.4%	35.5µM*	-0.4%	-23.2%	-17.2%	-25.8%	x	-1.8%
CCC(=O)N(CCc1ccccc1C)Cc1cc2cc3c(cc2[nH]c1=O)OCO3	1.9%	u	-1.4%	2.7%	12.3%	3.5%	x	14.4%
CC(C)(C)NC(=O)C(c1ccncc1)N(C(=O)c1csnn1)C1CC1 (stereo not given)	0.1%	10µM*	-1.7%	-1.0%	-0.6%	3.3%	-17.4%	-11.9%
CC1=NC(=O)C(N=Nc2ccccc2C(=O)O)N1c1ccccc1 (stereo not given)	1.8%	6.8%	-15.2%[46 µM]	5.01µM*	-0.1%	11.9%	-1.7%	-2.0%
CCNC(=O)N(C)c1nncnc1C(=O)NC	2.1%	2.0%	3.1%	-4.2%	-1.9%	4.8%	6.2%	i
Cc1ccc(C(=O)N/C(=C/c2ccc(Cl)cc2)C(=O)Nc2cccc(C(=O)O)c2)cc1	-0.2%	-13.2%	-15.4%	-3.7%	1.3%	3.1%[1.84 µM]	30.0%	-10.9%
CC(/C=C/c1ccccc1)=N\Nc1ccccc1[N+](=O)[O-]	-7.9%	-9.3%	x	u	-12.5%	19.0%	-4.0%	-2.1%
Cc1ccc(S(=O)(=O)C2CCOC2=O)cc1 (stereo not given)	-0.1%	-2.5%	-10.0%	-3.0%	-0.8%	-2.4%	x	5.2%
Cc1ccc(C2CC(=O)N3CN(c4ccc(Br)cc4)CSC3=C2C#N)o1 (stereo not given)	u	u	u	u	-1.8%	-11.0%	x	-3.2%
COCCn1c(SCC(=O)Nc2ccc(Cl)cn2)nnc1-c1ccncc1	5.7%	5.0%	u	-7.7%	-17.7%	-14.1%	x	-2.1%
CCn1c(SCC(=O)N2CCN(c3ccc(F)cc3)CC2)nc2ccccc2c1=O	3.6%	25.1µM*	-0.6%	-13.8%	6.7%	-12.1%	x	-3.3%
C1CCCN(CCCCN2CCCCCC2)CC1	-0.4%	9.4%	13.1%	6.2%	-1.0%	-15.1%	x	11.8%
COCCNC(=O)C(OC(=O)c1cccs1)c1ccccc1 (stereo not given)	-2.0%	-11.4%	8.4%	0.3%	-1.6%	-23.5%	-3.9%	-1.0%
COC(Cc1nnc(SC)n1-c1ccc(Cl)cc1)OC	-3.9%	-1.1%	-2.6%	-14.5%	4.8%	x	-11.9%	7.7%
CCN1CCC(NC(=O)c2cc(OC)c(OC)cc2OC)CC1	3.0%	-11.2%	-14.7%	4.2%	u	9.2%	x	6.9%
